# Source: PubChem (National Center for Advancing Translational Sciences (NCATS))
# KDM5B inh – blocks human KDM5B histone demethylase activity. Potency, µM (titrated, usually from 57.7 µM), without a hit: at the top dose activity change, negative = inhibition, actives largely listed as inhibitors. Q9UGL1. KDM5B demethylase, FDH-coupled NADH fluorescence (FDH is formaldehyde dehydrogenase). actives 2.6% (n = 220,000); active = well fitted inhibition curve with a large enough effect; inconclusive = small, poorly fitted or top-dose-only effect; inactive = no such curve, though single readings can be large or run the other way; note: 0% is about no effect; nearly all actives have a fitted effect of over 70% in size
# Target sequence (Q9UGL1 whole entry, looked up): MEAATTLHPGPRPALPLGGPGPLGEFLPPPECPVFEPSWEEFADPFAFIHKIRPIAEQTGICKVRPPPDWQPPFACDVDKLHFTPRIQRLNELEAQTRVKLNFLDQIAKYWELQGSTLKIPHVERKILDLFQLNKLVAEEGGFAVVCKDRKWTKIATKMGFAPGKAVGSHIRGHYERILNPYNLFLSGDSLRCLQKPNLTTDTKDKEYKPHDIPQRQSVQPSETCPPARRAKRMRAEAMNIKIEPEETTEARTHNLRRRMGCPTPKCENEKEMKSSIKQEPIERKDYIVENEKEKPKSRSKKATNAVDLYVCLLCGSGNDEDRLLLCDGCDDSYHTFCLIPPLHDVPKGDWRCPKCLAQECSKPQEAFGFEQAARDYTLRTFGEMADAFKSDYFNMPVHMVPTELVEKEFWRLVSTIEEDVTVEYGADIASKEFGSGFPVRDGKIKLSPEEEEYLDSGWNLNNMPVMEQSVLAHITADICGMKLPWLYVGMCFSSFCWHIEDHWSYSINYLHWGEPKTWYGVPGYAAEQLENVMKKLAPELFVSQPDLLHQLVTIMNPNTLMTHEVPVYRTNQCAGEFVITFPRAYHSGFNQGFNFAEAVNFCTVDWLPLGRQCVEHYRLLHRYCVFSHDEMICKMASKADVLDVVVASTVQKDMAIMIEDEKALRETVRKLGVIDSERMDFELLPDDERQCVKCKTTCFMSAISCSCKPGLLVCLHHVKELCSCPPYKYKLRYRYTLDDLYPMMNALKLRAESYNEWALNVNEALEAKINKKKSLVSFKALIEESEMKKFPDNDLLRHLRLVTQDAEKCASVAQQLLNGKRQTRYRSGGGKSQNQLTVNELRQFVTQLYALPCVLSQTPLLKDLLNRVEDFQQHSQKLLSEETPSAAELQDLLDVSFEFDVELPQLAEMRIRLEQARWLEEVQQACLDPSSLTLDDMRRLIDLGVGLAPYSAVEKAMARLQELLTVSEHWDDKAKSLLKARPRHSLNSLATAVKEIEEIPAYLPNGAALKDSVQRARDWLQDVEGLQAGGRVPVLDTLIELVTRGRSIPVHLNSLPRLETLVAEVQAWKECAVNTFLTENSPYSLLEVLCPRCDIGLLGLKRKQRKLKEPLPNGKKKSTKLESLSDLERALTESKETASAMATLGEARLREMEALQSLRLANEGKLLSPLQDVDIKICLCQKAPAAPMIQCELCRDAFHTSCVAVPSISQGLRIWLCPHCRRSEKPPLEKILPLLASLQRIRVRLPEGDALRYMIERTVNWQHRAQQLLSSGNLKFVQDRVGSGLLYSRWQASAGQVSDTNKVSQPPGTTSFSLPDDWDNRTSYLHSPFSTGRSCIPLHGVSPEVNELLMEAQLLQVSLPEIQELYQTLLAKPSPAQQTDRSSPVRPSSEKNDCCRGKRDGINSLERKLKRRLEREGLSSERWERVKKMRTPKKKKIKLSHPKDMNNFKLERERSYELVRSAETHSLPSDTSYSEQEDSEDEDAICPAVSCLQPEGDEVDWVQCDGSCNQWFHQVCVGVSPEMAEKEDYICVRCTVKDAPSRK
#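 Inhibition is measured as reduced NADH fluorescence generation from FDH coupling to formaldehyde release. Truncated KDM5BΔAP at 200 nM final acts on H3K4me3 peptide (12.5 µM in substrate mix) in pH 7.5 HEPES buffer with Tween-20, 30 min, room temperature.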
# The depositor's hits bear a star; i = inactive; ? = inconclusive; & = joins results of further samples; [ ] = dose if it differs, or a comment. Potency is the fitted concentration of half-maximal effect. Some of the compounds tested; count on the stated rates, not on these rows.
Structure | KDM5B inh
CC(C)n1cnnc1CC1CCN(C(=O)CN(C)S(=O)(=O)c2cccs2)CC1 | -26.5%
Cc1ccc(C(c2sc3nc(-c4ccco4)nn3c2O)N2CCC3(CC2)OCCO3)cc1 (stereo not drawn) | 5.9%&-11.7%
O=C(O)CCC(=O)NC1CC2(CCN(Cc3ccncc3)CC2)c2ccccc21 (stereo not drawn) | -0.2%[115 µM]
Cc1cccc(C(=O)Nc2ccc(S(=O)(=O)N3CCCCC3c3cccnc3)cc2)c1 (stereo not drawn) | ?
Cc1cccc(Cn2c(-c3ccc(F)cc3)nc(C)c(CCO)c2=O)c1 | -7.8%
O=C(Cc1ccccc1Cl)N1CCN(c2cc(-c3ccccc3)[nH]n2)CC1 | -9.0%
Cc1ccc(C2CC(=O)Nc3c2c(C2CC2)nn3C)c(C)c1F (stereo not drawn) | -17.6%
c1ccc(N2CCN(c3ncnc4c3nc3n4CCCCC3)CC2)cc1 | 336.3%[activator]
Cc1noc2c(N3CCOCC3)cc(-c3cccnc3)nc12 | -2.8%[86.2 µM]
CC(CNC(=O)c1csc2c1CCCCC2)c1ccccc1 (stereo not drawn) | -45.5%
O=C(Nc1ccc(OC(F)(F)F)cc1)c1cc(-c2ccc[nH]2)n[nH]1 | -4.3%
Cc1ccc2c(COC(=O)C3CCCO3)cc(=O)oc2c1C (stereo not drawn) | -11.5%
COc1ccc(NC(C)c2nnc(-c3cccs3)o2)c(OC)c1 (stereo not drawn) | ?
NC[C@H]1O[C@@H]2C[C@@H](CC(=O)N3CCOCC3)O[C@@H]2[C@@H]1O | -17.4%[115 µM]
CCOC(=O)N1CCC(NS(=O)(=O)c2ccc(C)cc2)CC1 | 17.7%
O=C(c1ccc(-c2ccc(N3CCCCC3)nc2)cc1)N1CCOCC1 | 28.2µM*
CCOC(=O)Cn1nc(C)c(NC(=O)COc2ccc(OC)cc2)c1C | -2.1%
N#CC1CCN(C(=O)c2ccc3nnc(-c4cccc(OC(F)(F)F)c4)n3c2)CC1 | -24.3%[115 µM]
CCc1ccc(C2=NN(CCC(=O)NCCc3ccc(Cl)cc3)C(=O)CC2)cc1 | -17.7%
CCC(=O)N1CCN(c2nc3c(s2)CC(C(=O)Nc2ccc(F)cc2)CC3)CC1 (stereo not drawn) | 3.8%
O=C(c1ccc(F)cc1)N1CCC(N2CCCNC2=O)CC1 | -4.6%&-14.2%[86.2 µM]
Cc1ccc(CNC(=O)Cn2c(=O)n(Cc3ccc(F)cc3)c(=O)c3sc4ccccc4c32)cc1 | -20.3%
COC[C@]1(O)CCN(C(=O)c2ccc3c(c2)CCC3)CC1(C)C | 31.4%
CC(c1ccc(-c2ccc(CC(=O)O)cn2)cc1)N1CCCCC1 (stereo not drawn) | 11.6%
COc1ccc(NC2CCCN(C(=O)CCCS(N)(=O)=O)C2)cc1 (stereo not drawn) | ?
O=C(NC1CCCCC1)c1ccnc(Cl)c1 | 24.3%
O=C(Nc1cccs1)Nc1ccc(F)cc1F | -25.9%
Cc1cc(C)c2c(N)c(-c3ccc(C#N)cc3)sc2n1 | -11.4%
O=C(Cn1c(=O)c2c(ncn2Cc2ccccc2)n(Cc2ccccc2)c1=O)NCCc1ccccc1 | 8.0%
Cc1ccc(S(=O)(=O)C(C)C(=O)c2ccc(Cl)cc2)cc1 (stereo not drawn) | 10.4%
CCc1ccccc1NC(=O)CN1C(=O)C(c2ccccc2)=NC12CCCC2 | 15.1%
O=C(NCC(c1ccco1)S(=O)(=O)c1cccs1)c1ccccc1F (stereo not drawn) | 8.1%
CCCC(=O)N1Cc2ccccc2CC2(CCN(CCC)C2)C1 (stereo not drawn) | -4.7%[149 µM]
Cc1ccc(C(=O)NCC2Cn3cccc3C(=O)N2C)cn1 (stereo not drawn) | 4.1%
Cc1ccc(NC(=O)N2CCC(OC3CCN(S(C)(=O)=O)CC3)CC2)cc1 | -15.6%
COc1ccccc1Cn1c(C(C)NC(=O)OCc2ccccc2)nc2cccnc21 (stereo not drawn) | 10.4%
Cc1nnnn1CCCN1CCC2(CCC(=O)N(CC(C)O)C2)CC1 (stereo not drawn) | 52.8%[activator]
COc1ccccc1CNC(=O)c1cnc2sc(N3CCOCC3)nn2c1=O | ?
COC(=O)c1ccc(/C=N/N2CCN(Cc3ccc(Cl)cc3)CC2)cc1 | -6.4%
CCN(Cc1cc2cc(C)ccc2[nH]c1=O)S(C)(=O)=O | ?
CCOc1ccc(C2Cn3nnc(-c4nc(-c5cccc(Cl)c5)no4)c3CO2)cc1 (stereo not drawn) | -5.7%
COc1ccc(CCN2C(=O)CCC2(C)C(=O)NCc2ccc(C)cc2)cc1OC (stereo not drawn) | -4.1%
CC(C)(C)CC(=O)N[C@H]1C[C@H]2C(=O)Nc3ccc(-c4cccs4)cc3C(=O)N2C1 | 17.8µM*
COc1cccc(N2C(=O)NC(=NC3CCCCC3)C23CCN(CC2CCCCC2)C3)c1 (stereo not drawn) | -24.6%[115 µM]
CNC(=O)c1c(NC(=O)c2ccc(S(=O)(=O)N(C)c3ccccc3)cc2)sc2c1CCN(C(C)C)C2 | ?
COc1cc(C(=O)N2CCC(CC(=O)NCCN3CCOCC3)CC2)cc(OC)c1OC | 13.5%
CCC1CCN(CC2(O)CCCN(Cc3cc(OC)ccc3F)C2=O)CC1 (stereo not drawn) | 0.2%
O=C1NCCCCCCN(S(=O)(=O)c2ccc3c(c2)OCCO3)[C@H]2CCC[C@@H]12 | 26.5%
N#Cc1ccccc1COC(=O)c1ccc(-c2ccc(C=O)o2)cc1 | 7.4%
Cc1cc(=O)n2c(n1)NC(Nc1ccc(F)cc1)=NC2c1ccco1 (stereo not drawn) | -9.3%
COc1ccc(N(CC(=O)Nc2ccccc2C)S(=O)(=O)c2c(C)[nH]c(=O)[nH]c2=O)cc1 | 29.4%
CCCn1c(=O)[nH]c(=O)c2c1nc(-c1ccc(C)cc1)n2CCN1CCOCC1 | 18.4%
O=C(N/N=C/c1cc2c(cc1Br)OCO2)c1ccccn1 | -11.5%
CCOC(=O)c1ccc(N2C(=O)c3n[nH]c(C)c3C2c2ccc(C(C)(C)C)cc2)cc1 (stereo not drawn) | -12.2%
COc1ccc(N2CC3=C(C2=O)C(c2ccc(Br)cc2)NC(=O)N3C)cc1 (stereo not drawn) | -18.9%
CC(C)(C)NC(=O)c1cc(-c2ccc(Cl)cc2)nc2ccccc12 | -28.7%
COc1cc(CNCCC(C)C)ccc1OCC(O)CN1CCSCC1 (stereo not drawn) | -17.5%
O=C(O)CC[C@@H]1CN(c2cnccn2)CC[C@@H]1N1CCOCC1 | ?
CCCn1c(C)cnc1CC1CCN(C(C)=O)C1 (stereo not drawn) | -13.0%
COc1ccc(-c2coc3cc(OCC(=O)NCc4ccccc4Cl)ccc3c2=O)cc1OC | 1.1%

# The list goes on:
Structure | KDM5B inh
CCONC(=O)c1cccc(NC(=O)c2cccs2)c1 | 19.2%
Cc1ccc(S(=O)(=O)N2CCCCC2)cc1NC(=O)COC(=O)c1cccn1C | 0.7%
CCOc1ccccc1NC(=O)Cn1c(=O)c(-c2noc(C)n2)c2n(c1=O)CCCC2 | -22.1%
Cc1cccc(-n2nc(C)c(C(=O)N(C)Cc3ccccc3)c2-n2cccc2)c1 | 4.8%
Cc1ccc(NC(=O)C2CC3CCC2C3)c(C)c1 (stereo not drawn) | 16.5%
COc1ccc(-n2c(SCC(=O)c3ccccc3)nc3c([nH]c4ccccc43)c2=O)cc1 | -16.7%
COc1ccc(CN(CCC(c2ccc3c(c2)OCO3)c2ccccc2OC)C(C)=O)cc1 (stereo not drawn) | -20.5%
O=C(Oc1ccc(-c2ccccc2)cc1)C(c1ccccc1)c1ccccc1 | 11.7%
CCCS(=O)(=O)N1CCCC(Cc2noc(-c3ccncc3)n2)C1 (stereo not drawn) | 1.9%
CCC(=O)C1=C(c2ccc3c(c2)CCCC3)N(C(=O)CC)n2cnnc2S1 | 4.7%
COc1ccc(OC)c(Nc2nc3ccccc3n3c(C)nnc23)c1 | -10.4%
CNc1nc(N2C[C@H]3CN(CCCOC)C[C@@]3(C(=O)O)C2)ncc1F | ?
Cc1ccc(OCc2nc(C#N)c(NCc3cccnc3)o2)c(C)c1 | 3.6%
O=C(Nc1ccccc1N1CCOCC1)c1ccc2c(c1)OCCO2 | 9.4%
COC(=O)C(C)Oc1ccc2c(=O)c(-c3ccc(Cl)cc3)coc2c1 (stereo not drawn) | 11.1%
COc1cc(C)cc2oc(=O)c(CC(=O)NCCCOC(C)C)c(C)c12 | ?
COc1ccc(N(C(=O)COc2ccccc2OC)S(=O)(=O)c2ccc(Cl)cc2)cc1 | ?
Cc1ccc(Cn2cc(CCC(=O)NC3CCCCC3)c3ccccc32)cc1 | -23.6%
CCNCc1ccc(-c2ccc(C(=O)OC)cc2)o1 | ?
CCN(Cc1nc2cc(Cl)ccc2c(=O)[nH]1)C(=O)CNC(=O)c1cccc(C)c1 | -10.4%
COC(=O)c1c(NC(=O)CSc2nc3ccc(C)cc3[nH]2)sc2c1CCC2 | -21.3%
N/C(=C\C(=O)c1cc(Cl)ccc1O)C(Cl)(Cl)Cl | -6.4%
COC[C@H]1C[C@@H](NC(=O)c2cc(C)on2)[C@H](O)[C@@H]1O | 6.0%[115 µM]
Cc1ccc(C(=O)N2CCCC2c2nc(CCOCC3CC3)no2)cn1 (stereo not drawn) | -11.5%
O=C(Cc1ccccc1)N1CCOC2(CCN(C(=O)c3ccccc3)CC2)C1 | -1.9%[115 µM]
Cc1ccc(S(=O)(=O)Oc2ccc3c(C)cc(=O)oc3c2)cc1C | ?
CC(=O)N1CC2(Cc3ccccc31)CN([S+](=O)([O-])c1c(C)noc1C)C2 | -16.5%
CN(C)c1cccc(C(=O)N/N=C/c2ccc(Cl)s2)c1 | 17.8%
O=C(CCc1cccnc1)NCC12CC3CC(CC(C3)C1)C2 | 22.0%
CCC(=O)Nc1ccc2c(c1)nc(Cn1cccn1)n2CC(C)C | -6.7%
Cc1ccc2c(c1)sc1nc(=O)n(-c3ccc(Cl)c(Cl)c3)c(=O)n12 | -3.4%
O=C(Nc1ccc2c(N3CCOCC3)ncnc2c1)c1ccccc1C(F)(F)F | 11.4%
CCc1ccc(NC(=O)Cn2c(N3CCCCC3)nc(C)c(C)c2=O)cc1 | -19.5%
O=C(Nc1cccc(Cl)c1Cl)c1cc(S(=O)(=O)NCc2ccc3c(c2)OCO3)ccc1F | ?
Cn1ncc(CN2CC[C@@H](c3ccc4c(c3)OCO4)[C@H](O)C2)c1C1CC1 | -1.3%
O=[S+]1([O-])NC2(CCN(Cc3cccc(C(F)(F)F)c3)C2)COc2ncccc21 (stereo not drawn) | 9.1%[115 µM]
O=C(c1ccc(F)cc1)N(Cc1ccco1)C1CC1 | 10.5%
O=C(C1CCOCC1)N1CCCC2(CN[S+](=O)([O-])c3cccnc3O2)C1 (stereo not drawn) | 14.6%[115 µM]
CCNC(=O)N[C@H]1C[C@@H](Cc2cc(CN3CCN(c4ccccc4)CC3)on2)C1(C)C | -20.3%[86.2 µM]
c1ccc(-n2nnnc2N2CCCC(c3nccn3Cc3ccccn3)C2)cc1 (stereo not drawn) | -28.9%

# Ordered by SMILES length (ascending): 6 of the compounds above
Structure | KDM5B inh
CN(C)c1cccc(C(=O)N/N=C/c2ccc(Cl)s2)c1 | 17.8%
CCC(=O)Nc1ccc2c(c1)nc(Cn1cccn1)n2CC(C)C | -6.7%
CCc1ccc(NC(=O)Cn2c(N3CCCCC3)nc(C)c(C)c2=O)cc1 | -19.5%
Cn1ncc(CN2CC[C@@H](c3ccc4c(c3)OCO4)[C@H](O)C2)c1C1CC1 | -1.3%
CC(=O)N1CC2(Cc3ccccc31)CN([S+](=O)([O-])c1c(C)noc1C)C2 | -16.5%
O=C(Nc1cccc(Cl)c1Cl)c1cc(S(=O)(=O)NCc2ccc3c(c2)OCO3)ccc1F | ?

# Other entries follow:
Structure | KDM5B inh
Cc1nnc(SCc2coc(-c3cccc(F)c3)n2)n1C | 12.1%
CCOCC(=O)N1CC(c2nc(CCOc3cccc(C)c3)no2)C1 | -16.8%
CC(=O)NC(C)c1cccc([N+](=O)[O-])c1 (stereo not drawn) | 14.3%
COc1ccc(N2CCN(S(=O)(=O)c3c(C)[nH]c(=O)[nH]c3=O)CC2)cc1 | 1.3%
Cc1ccn2c(=O)c(NC(=O)c3cccc([N+](=O)[O-])c3C)c(C)nc2c1 | -21.0%
CCCCN1CCN(c2nc3c(c(=O)[nH]c(=O)n3C)n2Cc2ccccc2F)CC1 | 5.0%
COc1ccc(CN(C(=O)Cc2cccc(C(F)(F)F)c2)C2CC2)cc1 | 11.0%
COc1ccc(C(=O)N2CCC[C@H]2c2nc(-c3ccc(OC)c(OC)c3)no2)cc1OC | 5.9%
CC(=O)Nc1ccc(S(=O)(=O)N2Cc3ccccc3OC3(CCN(C(=O)NC(C)C)CC3)C2)cc1 | -8.6%[115 µM]
COc1ccc(-c2noc(-c3nc(-c4cc(OC)c(OC)c(OC)c4)no3)n2)cc1OC | -13.7%
CCOC(=O)C1=C(C)N(C2CC2)C(=O)NC1c1ccccc1OC(F)F (stereo not drawn) | -7.1%
Cc1cc(C)nc(NS(=O)(=O)c2ccc(NC(=O)COc3ccc(Cl)cc3C)cc2)n1 | ?
CCOc1ccccc1CN1CCN(c2ccc(C#N)cn2)CC1CCO (stereo not drawn) | ?
O=C(Nc1ccccc1)C1=C(c2ccccc2)S(=O)(=O)CCO1 | 22.0%
CCOC(=O)c1ccc(NC(=O)c2ccc(-c3cccc(Cl)c3C)o2)cc1 | i
